AmpC detergent = AmpC beta-lactamase inhibition with detergent present | AID 485294 | AmpC hydrolysis of nitrocefin, absorbance 480 nm, 0.01% Triton | actives 0.041% (n = 370,000) | Potency, µM (top dose mostly 114 µM), for the others: top-dose activity change, negative = inhibition, most hits filed as inhibitors;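 further: potency means the concentration at half of the fitted maximal effect; 0% = no-compound wells and -100% = no-enzyme wells; nearly all actives have a fitted effect of over 25% in size; some results filed as inactive show a strong effect at the top dose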
Target sequence (P00811 whole entry, looked up): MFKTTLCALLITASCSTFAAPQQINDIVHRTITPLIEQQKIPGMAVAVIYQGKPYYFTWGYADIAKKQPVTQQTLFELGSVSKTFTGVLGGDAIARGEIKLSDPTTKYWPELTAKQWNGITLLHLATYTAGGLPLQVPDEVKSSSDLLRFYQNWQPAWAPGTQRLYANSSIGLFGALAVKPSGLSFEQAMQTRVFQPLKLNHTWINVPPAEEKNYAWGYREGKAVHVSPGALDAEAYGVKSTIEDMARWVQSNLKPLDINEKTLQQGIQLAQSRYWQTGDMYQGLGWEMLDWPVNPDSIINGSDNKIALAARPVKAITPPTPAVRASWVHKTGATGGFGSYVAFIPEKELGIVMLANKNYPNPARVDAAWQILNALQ
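20 mM phosphate pH 7.0 + 0.01% (detergent screen) or 0.0001% Triton X-100; 5.3 nM AmpC reagent; cpd preinc 15 min RT; nitrocefin (800 uM stock) to start; A480 q20 s × 4 min; Activity was normalised to no-enzyme and no-compound control wells.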
CHX counter = counter-screen for Shiga toxin inhibitors: cycloheximide protein synthesis inhibition | cell reporter, cycloheximide protein synthesis inhibition counterscreen | max response, % | actives 12% (n = 300,000) | AID 2314; in the data active means max response mostly above about 13%, no sharp cut-off; inactive means mostly below about 14%; further: read at 38.3 µM for the half of the compounds with a filed dose; 0% is about no effect
AmpC inh no detg = inhibitors of E. coli AmpC beta-lactamase without detergent; AID 485341; P00811; Potency, µM (titrated, usually from 57.1 µM), for inactives: at the highest dose activity change, negative = inhibition, hits mostly inhibitors; actives 0.52% (n = 330,000); AmpC nitrocefin hydrolysis, absorbance 480 nm, 0.0001% Triton;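 further: potency means the concentration at half of the fitted maximal effect; plate controls were no compound for no effect and no enzyme for full effect; nearly all actives have a fitted effect of over 20% in size; some results filed as inactive show a strong effect at the top dose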
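AmpC (5.3 nM in the dispensed reagent) in 20 mM phosphate pH 7.0 with 0.01% (detergent screen) or 0.0001% Triton X-100 was preincubated with compounds for 15 min at room temperature. Nitrocefin was then added from an 800 uM solution, and hydrolysis was followed at 480 nm.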
Giardia FBPA inh = Giardia lamblia aldolase inhibition. Potency, µM (titrated, usually from 59.6 µM), for inactives: at the highest dose activity, negative = inhibition, usual class: inhibitors. purified Giardia FBPA. actives 0.71% (n = 290,000). A8B2U2; further: potency means the concentration at half of the fitted maximal effect; on the % scale 0 is the no-effect control and ±100 the full control effect; nearly all actives have a fitted effect of over 55% in size
Target sequence (A8B2U2 whole entry, looked up): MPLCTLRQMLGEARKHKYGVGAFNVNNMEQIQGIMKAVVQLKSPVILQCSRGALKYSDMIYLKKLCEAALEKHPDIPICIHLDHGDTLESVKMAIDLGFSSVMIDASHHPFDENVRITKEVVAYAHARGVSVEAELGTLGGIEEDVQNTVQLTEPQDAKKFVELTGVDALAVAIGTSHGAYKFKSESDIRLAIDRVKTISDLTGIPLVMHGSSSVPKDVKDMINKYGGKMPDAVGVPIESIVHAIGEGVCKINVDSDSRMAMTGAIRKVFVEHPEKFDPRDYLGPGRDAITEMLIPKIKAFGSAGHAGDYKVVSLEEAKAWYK
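40 nM FBPA preincubated 10 min at RT with compound (up to 57.5 uM final), then substrate plus GAPDH/TPI/NAD/arsenate coupling and diaphorase/resazurin added. Fluorescence read after 20 min at RT, 525/598 nm.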
HCMV inh = blocks human cytomegalovirus replication; HFF cells, HCMV-luciferase reporter, 72 h; active compounds read low; activity change, negative = inhibition, % at 57.5 µM; actives 4.5% (n = 410,000); AID 1259415; in the data active means activity change below about -60%; inconclusive means no clear call, values can overlap the other calls; inactive means above about -39%; further: on the % scale 0 is the no-effect control and ±100 the full control effect
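Human foreskin fibroblasts infected with luciferase-reporter HCMV at MOI 1 PFU/cell, compounds at two doses. Luciferase measured 72 h post infection; normalized to buffer-only basal and Salinomycin (10uM) controls.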
Shiga toxin inh = blocks Shiga toxin action in Vero cells; AID 2315; actives 9.2% (n = 290,000); Vero cells, Shiga toxin protein synthesis inhibition reporter; inhibition, % at 38.7 µM; in the data active means inhibition mostly above about 28%, no sharp cut-off; inactive means mostly below about 43%; further: 0% is about no effect
AMA1 RON2 block = inhibitors of Plasmodium falciparum AMA1-RON2 interaction; AlphaScreen AMA1-biotinylated RON2 peptide binding; Potency, µM (top dose mostly 58.2 µM), inactives show at the highest dose activity change, negative = inhibition, hits mostly inhibitors; actives 0.2% (n = 360,000); AID 720542;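 further: potency means the concentration at half of the fitted maximal effect; 0% = vehicle wells and -100% = peptide control; nearly all actives have a fitted effect of over 45% in size; some results filed as inactive show a strong effect at the top dose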
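AMA1 (3D7) with his tag at 25 nM final met compounds first, then biotinylated RON2 peptide at 25 nM; detection used donor plus acceptor beads, 10 µg/mL apiece, read by AlphaScreen after 30 min at room temperature.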
* = called active by the depositor; ? = inconclusive; · = no result given; & = joins results of further samples; [ ] = dose if it differs, or a comment. Unless noted, the call rests on the fitted dose curve; in most records, active means well fitted curve in the direction sought with a large enough effect; inconclusive means small, poorly fitted or top-dose-only effect, or another doubt; inactive means no such curve, though single readings can be large; an effect the other way counts as inactive or inconclusive.

1: CNC(=O)c1nc(C)n(-c2cc(Cl)ccc2Cl)n1
2: COc1cc(C(=O)NC(C)Cc2ccccn2)ccc1OC1CCN(C(C)=O)CC1 (stereo not given)
3: C/C=C/c1ccc(OCC(O)CNCCc2ccc(OC)cc2)c(OC)c1 (stereo not given)
4: NCCNc1ccc([N+](=O)[O-])c(Sc2nc3ccccc3[nH]2)c1
5: O=C(NCC(=O)N(c1cccnc1)C(C(=O)NC1CCCC1)c1ccccc1)c1ccco1 (stereo not given)
6: COc1ccc(CC(=O)NNC(=O)CCc2ccccc2)cc1

assay / entry	1	2	3	4	5	6
AmpC detergent	-10%	2%	-10%	-4%	-8%	3%
CHX counter	29*	7	-2	-4	-5	1
AmpC inh no detg	-16%	1%	42%	-16%	-7%	-5%
Giardia FBPA inh	2%	16%	-21%	-9%	3%	2%
HCMV inh	-3	-14	?	51	25	-15
Shiga toxin inh	42	-3	-3	3	-4	0
AMA1 RON2 block	1%	2%	-14%	-13%	3%	85%[activator]

7: Cc1cc(C)n2nc(SCc3ccccc3C(=O)O)nc2n1
8: O=C1CSC(c2ccccc2F)N1 (stereo not given)
9: Cc1ccc(C(=O)N2CCN(c3cc(=O)[nH]nc3-c3ccccc3)CC2)cc1
10: CCC(C(=O)Nc1cccc(OC)c1)n1nc(C)c2c(C)n(-c3ccccc3)nc2c1=O (stereo not given)
11: Cc1nc2ccccn2c1C(=O)NC1CCCc2ccccc21 (stereo not given)
12: O=C(CCCC(=O)OCC(=O)NC1CCCC1)Nc1ccccn1

assay / entry	7	8	9	10	11	12
AmpC detergent	-6%	-7%	-8%	-9%	3%	-1%
CHX counter	-2	17	1	-10	-1	-4
AmpC inh no detg	-21%	-21%	23%	-7%	24%	-7%
Giardia FBPA inh	4%	-1%	3%	·	4%	5%
HCMV inh	·	-7	3	2	-72*	66
Shiga toxin inh	-9	7	13	-3	3	-10
AMA1 RON2 block	-10%	8%	21%	-10%	4%	0%

13: Cc1cc(C)c(S(=O)(=O)NCc2cn3ccccc3n2)c(C)c1
14: COc1cc(NS(=O)(=O)c2c(C)[nH]c(C)c2C(=O)N2CCCCC2)cc(OC)c1OC
15: COc1ccc(/C(O)=C2\C(=O)C(=O)N(CCN(C)C)C2c2cccc(OC)c2OC)cc1Cl (stereo not given)
16: O=C(NCCCCCCNC(=O)NCc1ccco1)NCc1ccco1
17: Cc1ccc2c(c1)N(CCC(=O)NCCCN1CCCC1)C(=O)C(C)O2 (stereo not given)
18: COc1cc(C(=O)NCc2ccc3c(c2)OCO3)ccc1OCc1c(C)noc1C

assay / entry	13	14	15	16	17	18
AmpC detergent	-7%	1%	?	-7%	-3%	?
CHX counter	8	9	-2	-2	-5	2
AmpC inh no detg	-12%	1%	7%	-15%	106%[activator]	-15%
Giardia FBPA inh	·	7%	12%	0%	1%	-4%
HCMV inh	-34	18	-10	·	-28	17
Shiga toxin inh	-5	2	29	-5	8	14
AMA1 RON2 block	0%	11%	18%	·	13%	-3%

19: CCCCOC(=O)Nc1ccc(C(=O)OC)cc1
20: Cc1ccccc1NC(=O)Cc1nc(CCl)cs1
21: CCN1C/C(=N\S(=O)(=O)/N=C2\CN(CC)C(=O)N2CC)N(CC)C1=O
22: O=C(O)c1cccc(CSc2nnc(-c3ccc(Cl)cc3)o2)c1
23: Cc1ccccc1CN(c1ccc(C(=O)NCCC2=CCCCC2)cc1)S(C)(=O)=O
24: O=C(NCCO)c1cccc2c1C(=O)c1ccccc1-2

assay / entry	19	20	21	22	23	24
AmpC detergent	?	?	8%	2%	4%	?
CHX counter	12	1	-3	9	-2	9
AmpC inh no detg	-12%	-38%	-10%	-36%	43%	6%
Giardia FBPA inh	-3%	6%	4%	8%	0%	0%
HCMV inh	-18	0	0	?	-3	-30
Shiga toxin inh	40	-3	-6	13	-24	17
AMA1 RON2 block	-1%	0%	-2%	2%	-2%	-4%

25: COc1cc(/C=N/n2c(C)nc3ccccc3c2=O)cc(OC)c1O
26: O=C(NCCCNC(=O)c1ccccn1)c1ccc(F)cc1
27: COc1c2ccoc2nc2c(OC)c(OC[C@@H](O)C(C)(C)O)ccc12
28: Cc1ccc(-c2ccc(=O)n(CC(=O)NCCN(C)C)n2)cc1
29: O=C(COC(=O)c1ccccn1)Nc1ccc(S(=O)(=O)N2CCOCC2)cc1
30: O=P(C(=Nc1ccc(Cl)cc1)N1CCOCC1)(N1CCOCC1)N1CCOCC1

assay / entry	25	26	27	28	29	30
AmpC detergent	-2%	-1%	-14%	?	-4%	-6%
CHX counter	-2	-5	·	-2	11	-3
AmpC inh no detg	-6%	-18%	-14%	-21%	-16%	16%
Giardia FBPA inh	-10%	-3%	·	6%	1%	5%
HCMV inh	16	11	38	?	-19	-6
Shiga toxin inh	1	2	·	-4	-3	17
AMA1 RON2 block	3%	55%[activator]	-5%	2%	3%	13%

31: C=CC(COCc1ccccc1)N(Cc1ccc(OC)cc1)S(=O)(=O)c1ccccc1Br (stereo not given)
32: CCN1C2=NCCCN2c2ccccc21
33: Cc1ccc(OCC(=O)N/N=C/c2ccncc2)cc1C
34: COc1cccc(NC(=O)CN(C)C(C)C(=O)Nc2cc([N+](=O)[O-])ccc2Cl)c1 (stereo not given)
35: CC(NC(=S)NCCN1CCOCC1)C12CC3CC(CC(C3)C1)C2 (stereo not given)
36: O=S(CCc1ccncc1)Cc1ccccc1 (stereo not given)

assay / entry	31	32	33	34	35	36
AmpC detergent	4%	-14%	3%	6%	-4%	-12%
CHX counter	-1&-5	-3	-2	-2	-4	-2
AmpC inh no detg	-25%	37%	28%	-28%	110%[activator]	-7%
Giardia FBPA inh	-3%&1%	6%	-5%	-7%	1%	5%
HCMV inh	-9	22	-20	11	-1	-11
Shiga toxin inh	20&-4	-2	4	9	-4	-10
AMA1 RON2 block	28%	0%	9%	62%[activator]	-15%	-9%

37: CCOc1ccc(/C=C(\C)C(=O)c2c(C)cc(C)[nH]c2=O)cc1
38: CCn1c2ccccc2c2nnc(SCC(=O)Nc3ccc4c(c3)OCO4)nc21
39: O=C(CNS(=O)(=O)c1cccs1)N1CCc2ccccc2C1
40: COc1ccc(OCC(O)CN2CCN(CC(O)COc3ccc(OC)cc3)CC2)cc1 (stereo not given)
41: COc1ccc(/C=N/NC(=O)Cn2nnc3ccccc32)cc1OC
42: Cc1cc(C)c2nc(NC3=NCN(CCN4CCOCC4)CN3)nc(C)c2c1

assay / entry	37	38	39	40	41	42
AmpC detergent	?	1%	2%	-10%	-1%	-7%
CHX counter	-1	9	48*	-3	22*	-1
AmpC inh no detg	-3%	-39%	-14%	46%	-14%	-11%
Giardia FBPA inh	5%	4%	2%	14%	2%	-7%
HCMV inh	46	?	90	25	35	·
Shiga toxin inh	-30	41	55*	-25	32*	6
AMA1 RON2 block	-8%	-15%	0%	-11%	18%	·

43: COc1ccc(/C=N/NC(=O)CN2CCSCC2)c(OC)c1
44: C=C(C)c1cccc(C(C)(C)NC(=O)N2CCN(CC(N)=O)CC2)c1
45: COc1ccc(N2CC(NC(=O)NCCC(C)C)CC2=O)cc1 (stereo not given)
46: COc1ccc(N(C(=O)Cn2nnc(-c3ccc(F)cc3)n2)C(C)C(=O)NC2CCCC2)cc1 (stereo not given)
47: Cc1ccccc1NC(=O)Cn1nnc2sc3c(c2c1=O)CC(C)(C)OC3
48: COc1ccc(C2SCC(=O)N2CC23CC4CC(CC(C4)C2)C3)cc1 (stereo not given)

assay / entry	43	44	45	46	47	48
AmpC detergent	-9%	3%	-11%	1%	4%	2%
CHX counter	-3	-2	-4	-4	1	-5
AmpC inh no detg	-6%	22%	-8%	70%[activator]	-16%	-11%
Giardia FBPA inh	?	-1%	5%	-6%	4%	-2%
HCMV inh	-22	-3	?	1	4	-12
Shiga toxin inh	16	-27	-9	-11	-11	-19
AMA1 RON2 block	8%[11.6 µM]	-6%	-13%	13%	-7%	9%

Ordered by length of the SMILES (rising): some entries from above
32: CCN1C2=NCCCN2c2ccccc21
36: O=S(CCc1ccncc1)Cc1ccccc1 (stereo not given)
33: Cc1ccc(OCC(=O)N/N=C/c2ccncc2)cc1C
43: COc1ccc(/C=N/NC(=O)CN2CCSCC2)c(OC)c1
45: COc1ccc(N2CC(NC(=O)NCCC(C)C)CC2=O)cc1 (stereo not given)
41: COc1ccc(/C=N/NC(=O)Cn2nnc3ccccc32)cc1OC
35: CC(NC(=S)NCCN1CCOCC1)C12CC3CC(CC(C3)C1)C2 (stereo not given)
48: COc1ccc(C2SCC(=O)N2CC23CC4CC(CC(C4)C2)C3)cc1 (stereo not given)

assay / entry	32	36	33	43	45	41	35	48
AmpC detergent	-14%	-12%	3%	-9%	-11%	-1%	-4%	2%
CHX counter	-3	-2	-2	-3	-4	22*	-4	-5
AmpC inh no detg	37%	-7%	28%	-6%	-8%	-14%	110%[activator]	-11%
Giardia FBPA inh	6%	5%	-5%	?	5%	2%	1%	-2%
HCMV inh	22	-11	-20	-22	?	35	-1	-12
Shiga toxin inh	-2	-10	4	16	-9	32*	-4	-19
AMA1 RON2 block	0%	-9%	9%	8%[11.6 µM]	-13%	18%	-15%	9%

47: Cc1ccccc1NC(=O)Cn1nnc2sc3c(c2c1=O)CC(C)(C)OC3
44: C=C(C)c1cccc(C(C)(C)NC(=O)N2CCN(CC(N)=O)CC2)c1
40: COc1ccc(OCC(O)CN2CCN(CC(O)COc3ccc(OC)cc3)CC2)cc1 (stereo not given)
34: COc1cccc(NC(=O)CN(C)C(C)C(=O)Nc2cc([N+](=O)[O-])ccc2Cl)c1 (stereo not given)
46: COc1ccc(N(C(=O)Cn2nnc(-c3ccc(F)cc3)n2)C(C)C(=O)NC2CCCC2)cc1 (stereo not given)

assay / entry	47	44	40	34	46
AmpC detergent	4%	3%	-10%	6%	1%
CHX counter	1	-2	-3	-2	-4
AmpC inh no detg	-16%	22%	46%	-28%	70%[activator]
Giardia FBPA inh	4%	-1%	14%	-7%	-6%
HCMV inh	4	-3	25	11	1
Shiga toxin inh	-11	-27	-25	9	-11
AMA1 RON2 block	-7%	-6%	-11%	62%[activator]	13%

Screening results (PubChem BioAssay)
